Assay outcomes (PubChem BioAssay)
UPR CHOP act = apoptotic UPR (CHOP) activation | activation, % at 10 µM | AID 449763 | CHO-CHOP luciferase reporter, luminescence; percent of tunicamycin response over DMSO baseline | 0.34% of 330,000 active;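 active means at 10 µM dose, activation of 40% or more, normalized to positive control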;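 further: 100% = tunicamycin at 10 µg/mL and 0% = DMSO alone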
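Assay system: CHO-CHOP cells, stable luciferase reporter of PERK-eIF2a-CHOP signalling / Buffer or medium: F12 plus 10% serum / Compound dosing: one dose, 10 µM in 0.5% DMSO / Times: 6 h compound treatment, 37 °C / Technique: luciferase luminescence / Read-out: % reporter activation, DMSO baseline versus tunicamycin full activation / Benchmarks: tunicamycin and DMSO controls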
APJ antag = APJ receptor antagonism | inhibition, % at 20 µM | AID 2521 | CHO-K1 APJ beta-arrestin complementation, luminescence | P35414 | 0.32% of 330,000 active;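 active means inhibition above about 40% at 20 µM, limit read from the data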;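 further: cells challenged with 10 nM apelin-13 agonist together with compound; plate controls were apelin-13 plus DMSO wells for no effect and DMSO wells lacking apelin-13 for full effect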
tim23-1 inh = tim23-1 yeast growth inhibition; S. cerevisiae tim23-1 growth, BacTiter-Glo luminescence, 24 h; inhibition, % at 20 µM; 1.3% of 330,000 active;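 active means growth inhibition of the mutant yeast at or above 50%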;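 further: temperature-sensitive mutant grown at 25 °C; plate controls were DMSO-treated mutant yeast for no effect and medium wells lacking yeast for full effect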
697 NFkB inh = inhibitors of the PMA/ionomycin-induced NF-kB reporter in 697 B cells. AID 435022. inhibition, % at 4 µM. 0.33% of 330,000 active. 697 B-cell NF-kB luciferase reporter, 16 h; in the data active means inhibition above about 35%
Jurkat NFkB inh = inhibitors of the PMA/ionomycin-induced NF-kB reporter in Jurkat cells; PMA/ionomycin-induced NF-kB luciferase reporter, luminescence; inhibition, % at 4 µM; 0.53% of 330,000 active; in the data active means inhibition above about 50%
XBP1 UPR activ = adaptive UPR (XBP1) activation; CHO-XBP1 luciferase reporter, IRE1-XBP1 UPR activation, luminescence; percent of tunicamycin response, DMSO as zero; activation, % at 20 µM; 0.33% of 330,000 active; AID 463104;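 active means versus positive control, 20 µM dose yields 30% or more activation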;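 further: 100% = tunicamycin at 10 µg/mL and 0% = DMSO only wells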
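Material: CHO-XBP1 cells stably carrying IRE1-XBP1-driven luciferase reporter / Amount: 1000 cells per well / Compound: 20 µM, 1% DMSO / Times: 6 h treatment, 37 °C / Detection: luciferase luminescence / Measure: % activation of reporter signal versus tunicamycin and DMSO controls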
Mdm2-MdmX inh = human Mdm2/MdmX binding inhibition. SaOS-2 split-luciferase Mdm2/MdmX complementation, luminescence. O15151+Q00987. inhibition, % at 8 µM. AID 485346. 3% of 330,000 active;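 active means inhibition of at least 50% at 8 µM in the primary screen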
Target sequence (O15151 whole entry, looked up): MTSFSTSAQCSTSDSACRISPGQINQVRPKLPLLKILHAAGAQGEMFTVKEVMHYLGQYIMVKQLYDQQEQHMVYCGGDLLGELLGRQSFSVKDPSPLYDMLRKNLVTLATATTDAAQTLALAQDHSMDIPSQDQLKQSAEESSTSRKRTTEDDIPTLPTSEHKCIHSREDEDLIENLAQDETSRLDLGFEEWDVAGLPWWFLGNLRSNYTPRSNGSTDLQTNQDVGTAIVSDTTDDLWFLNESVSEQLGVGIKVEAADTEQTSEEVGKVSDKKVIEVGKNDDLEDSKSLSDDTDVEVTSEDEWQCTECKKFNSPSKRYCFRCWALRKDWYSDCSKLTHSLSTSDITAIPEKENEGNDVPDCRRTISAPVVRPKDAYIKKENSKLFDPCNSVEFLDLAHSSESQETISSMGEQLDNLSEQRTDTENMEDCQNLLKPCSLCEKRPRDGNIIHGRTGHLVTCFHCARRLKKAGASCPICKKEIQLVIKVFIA
Target sequence (Q00987 whole entry, looked up): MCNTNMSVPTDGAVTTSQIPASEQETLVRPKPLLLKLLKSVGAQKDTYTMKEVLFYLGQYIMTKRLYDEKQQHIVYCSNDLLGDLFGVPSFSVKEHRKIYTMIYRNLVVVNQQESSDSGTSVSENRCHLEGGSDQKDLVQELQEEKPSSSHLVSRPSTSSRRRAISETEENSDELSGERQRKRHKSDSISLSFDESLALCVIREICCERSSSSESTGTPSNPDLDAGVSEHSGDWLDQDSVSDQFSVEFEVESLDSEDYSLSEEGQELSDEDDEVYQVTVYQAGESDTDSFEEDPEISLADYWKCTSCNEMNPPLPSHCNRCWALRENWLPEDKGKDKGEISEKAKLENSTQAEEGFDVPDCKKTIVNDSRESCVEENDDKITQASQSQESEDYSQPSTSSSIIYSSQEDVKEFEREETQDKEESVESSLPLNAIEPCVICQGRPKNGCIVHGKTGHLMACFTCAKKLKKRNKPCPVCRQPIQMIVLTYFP
APJ ag = APJ receptor agonism | activation, % at 20 µM | AID 2520 | 0.11% of 330,000 active | P35414 | CHO-K1 APJ PathHunter beta-arrestin, luminescence; 0% DMSO wells, 100% apelin;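 active means activation more than six SD over the plate average, tested at 20 µM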;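 further: 0% = DMSO alone and 100% = apelin-13 at 10 nM; some results filed as inactive read as strong as hits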
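Test system: CHO-K1 APJ beta-arrestin complementation cell line. Amount: cell density 1000 per well. Controls: DMSO negative, 10 nM Apelin-13 positive. Signal: luminescent beta-gal fragment complementation, chemiluminescent substrate. Read-out basis: agonist-driven arrestin binding to APJ. Timing: compound stimulation 90 min at 25 °C, detection 60 min.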
An asterisk follows results filed as active. This is a random part of the collection; any-hit rate near 5%.

#1 Cc1ccccc1OCC1CNC(=O)O1 (centres undefined)
#2 CCN(CC)S(=O)(=O)c1ccc2c(c1)c(=O)c(C(=O)N1CCN(c3ccccn3)CC1)cn2C
#3 Cc1cccc(C)c1OCc1cc(C(=O)NCC2CCCCC2)no1
#4 CCOc1cc(/C=C(\C#N)c2nc3ccccc3[nH]2)ccc1OC(C)C(=O)O (centres undefined)
#5 Cc1ccc(C)c(OCCCN2CCc3ccccc3C2)c1
#6 COc1ccc(C2/C=C\CN(C(=O)c3ccccc3)CC(=O)N2Cc2ccc(F)cc2)cc1 (centres undefined)
#7 OCCC1CN(Cc2cccc3nccnc23)CCN1C1CCCC1 (centres undefined)
#8 Cc1cccc(NC(=O)Cn2c(=O)n(CCC(=O)NC3CCCC3)c(=O)c3ccccc32)c1

entry no.,1,2,3,4,5,6,7,8
UPR CHOP act,-2.1,-1.0,3.1,0.8,-1.2,-1.7,0.6,0.6
APJ antag,3.6,7.8,-4.4,11.4,17.1,12.0,-1.5,3.2
tim23-1 inh,-18.2,-1.5,10.0,11.8,2.4,23.5,6.8,-0.8
697 NFkB inh,10.8,-13.2,7.1,17.9,-2.4,4.1,11.4,1.8
Jurkat NFkB inh,-0.1,-1.8,14.2,-0.3,7.7,11.7,-0.1,-5.3
XBP1 UPR activ,0.9,-3.0,-1.1,0.6,-1.7,0.1,-1.7,0.8
Mdm2-MdmX inh,-1.7,-2.4,16.1,16.1,-10.5,11.3,-19.2,0.9
APJ ag,-2.7,-3.9,-2.8,-3.3,-2.1,-2.2,3.6,-5.7

#9 Cc1c(C(=O)O)cccc1N1C(=O)Nc2ccccc2N1O
#10 CCOCCCN1C(=O)C2C(C(=O)Nc3ccc(OCC)cc3)C3C=CC2(O3)C1C(=O)NC1CCCCC1 (centres undefined)
#11 CCn1cc(/C=C(\NC(=O)c2ccccc2Cl)C(=O)N2CCOCC2)c2ccccc21
#12 CCc1noc(C)c1C(=O)NNC(=O)c1cc(OC)c(OC)c(OC)c1
#13 COC(=O)c1c(C)[nH]c(C(C)=O)c1C
#14 CCS(=O)(=O)c1ccc(O)c(NC(=O)c2cc(OC)c(OC)c(OC)c2)c1
#15 CCOC(=O)/C(C#N)=C/c1cn(CCOc2ccccc2)c2ccccc12
#16 CCOc1cc(N2CCOCC2)c(OCC)cc1NC(=O)c1cnccn1

entry no.,9,10,11,12,13,14,15,16
UPR CHOP act,-2.3,0.6,1.2,-1.5,-0.7,-0.5,0.6,9.8
APJ antag,-4.3,19.8,7.0,10.7,-4.4,8.9,-10.0,-2.8
tim23-1 inh,6.8,-0.3,-4.4,8.5,2.1,0.4,6.0,24.9
697 NFkB inh,23.3,7.9,-8.9,17.5,0.2,28.0,9.6,-22.7
Jurkat NFkB inh,-4.5,6.1,0.1,-5.4,-10.9,-3.2,-15.7,3.8
XBP1 UPR activ,-1.6,1.9,-3.0,1.1,-2.3,0.1,-0.9,0.0
Mdm2-MdmX inh,-15.0,-0.6,4.3,21.7,-12.5,16.0,24.9,20.1
APJ ag,-3.4,-0.5,-3.5,-5.3,1.4,-1.5,-2.3,-4.4

#17 O=C(COC(=O)Cc1ccc(-c2ccccc2)cc1)NCc1ccc(F)cc1
#18 CC12CCC(C1)C(C)(C)C2NS(=O)(=O)c1ccc(F)cc1 (centres undefined)
#19 CCOC(=O)CCc1c(C)n(CC)c2cc(-c3ccccc3OC)nn2c1=O
#20 COc1cccc(CNC(=O)Cc2csc(NC(=O)Nc3ccccc3OC)n2)c1
#21 COc1ccc2[nH]c3nc(SCC(=O)NC4CC4)nnc3c2c1
#22 Cc1ccc(-c2nc(C)sc2CC(=O)OCC(=O)Nc2ccc(F)c(Cl)c2)cc1
#23 Cc1nnc(NC(=O)CSc2nnc(Cc3ccccc3)n2-c2ccccc2)s1
#24 O=C(N/N=C/c1c[nH]c2ccc(Br)cc12)c1ccc2c(c1)OCO2

entry no.,17,18,19,20,21,22,23,24
UPR CHOP act,2.6,-0.4,-0.5,1.2,2.8,-0.8,-0.7,1.9
APJ antag,-3.0,-1.8,28.8,8.7,-4.6,-2.3,3.1,3.9
tim23-1 inh,17.3,48.1,20.9,7.4,-14.4,23.8,-2.1,-19.7
697 NFkB inh,4.2,-2.9,21.9,9.9,-13.4,4.8,24.8,16.5
Jurkat NFkB inh,2.4,2.3,-12.7,10.7,-17.7,8.8,4.4,-11.0
XBP1 UPR activ,0.0,6.3,-0.2,-1.9,4.3,0.8,-3.5,-0.7
Mdm2-MdmX inh,10.8,14.5,12.9,-1.1,4.0,17.5,20.8,19.6
APJ ag,-0.3,-2.9,0.0,-1.5,-2.7,-1.4,-4.6,-4.9

#25 Cc1cn([C@H]2C[C@H](N=[N+]=[N-])[C@@H](CO)O2)c(=O)[nH]c1=O
#26 CC(C)(C)[C@@H]1COC(=O)[C@H](Cc2ccc(F)cc2)C/C=C\C[C@@H](CC(=O)NCCO)C(=O)N1
#27 Cc1ccc(/C=[N+](/C)[O-])cc1
#28 CC(=O)c1ccc(-c2ccc(C(=O)NC3CC(C)(C)NC(C)(C)C3)o2)cc1
#29 CCOC(=O)c1c(C)[nH]c(C(=O)OCC(=O)N(C)C2CCS(=O)(=O)C2)c1C (centres undefined)
#30 Cc1ccc(C(=O)COC(=O)C2CC3CCCC(C2)C3=O)cc1[N+](=O)[O-] (centres undefined)
#31 O=C(COC(=O)C1C2CC3OC(=O)C1C3C2)Nc1ccc(F)cc1 (centres undefined)
#32 COc1ccc(S(=O)(=O)n2[nH]c(=O)c(CCO)c2C)cc1

entry no.,25,26,27,28,29,30,31,32
UPR CHOP act,1.8,-0.2,-0.9,0.3,-2.1,0.0,2.5,-0.1
APJ antag,7.2,10.0,5.9,14.5,-28.2,43.4*,5.4,16.1
tim23-1 inh,-25.8,-6.2,7.2,-7.6,12.5,11.8,-8.6,1.9
697 NFkB inh,-8.4,16.8,3.2,8.3,-25.2,6.8,0.0,-10.3
Jurkat NFkB inh,5.9,5.6,-9.6,-12.6,-16.4,-12.1,3.9,-1.7
XBP1 UPR activ,-6.2,-1.6,-3.4,1.0,-3.1,-1.7,-2.8,-3.9
Mdm2-MdmX inh,14.9,-1.8,-5.8,10.5,-1.4,6.3,-5.5,23.6
APJ ag,3.8,-2.9,-1.6,-5.8,0.2,-8.9,-1.4,-8.6

#33 O=C(NCCCc1nc2ccccc2[nH]1)c1ccc(F)cc1
#34 CC12CCC(C(=O)n3c1nc1ccccc13)C2(C)C (centres undefined)
#35 Cn1c(Cn2c(=O)sc3ccccc32)nnc1SCC(=O)N1CCCCCC1
#36 COCCn1c(N2CCN(c3ccc(OC)cc3)CC2)nc2c1c(=O)[nH]c(=O)n2C
#37 CC1(c2nnc(-c3cccc(Cl)c3)o2)CC(c2cccc(F)c2)=NO1 (centres undefined)
#38 Cc1ccc(Nc2nc(N)c([N+](=O)[O-])c(NCc3ccccc3)n2)cc1
#39 OC(Cn1cncn1)(c1ccccc1)c1ccccc1
#40 NC(=S)Cc1ccccc1Cl

entry no.,33,34,35,36,37,38,39,40
UPR CHOP act,-0.2,-0.2,-4.4,-2.0,1.5,2.0,15.9,1.0
APJ antag,5.0,7.8,12.5,2.1,-2.7,17.2,10.7,25.6
tim23-1 inh,1.1,10.9,-4.2,-1.5,19.1,8.8,26.6,-23.4
697 NFkB inh,-5.7,-57.9,-0.1,3.7,9.4,6.4,6.5,5.7
Jurkat NFkB inh,-1.2,-22.2,4.0,10.9,-6.7,9.2,14.8,-8.1
XBP1 UPR activ,2.7,-1.2,-2.2,-2.8,-1.5,16.5,-1.0,-1.5
Mdm2-MdmX inh,4.1,6.9,9.9,24.4,-13.9,29.6,-34.7,9.3
APJ ag,0.2,-1.4,-3.6,-5.0,-4.8,-4.8,-6.7,-2.6

#41 COc1cccc(-n2c(SCC(=O)Nc3nccs3)nnc2-c2ccoc2C)c1
#42 Cn1c(Cc2ccccc2)nnc1SCC(=O)NC1CCCC1
#43 Cc1cc(=O)n2nc(N3CCCC(C(=O)N4CCN(C)CC4)C3)sc2n1 (centres undefined)
#44 CCOC(=O)CN(C(=O)CNC(=O)c1ccco1)C(C(=O)NC1CCCCC1)c1cccnc1 (centres undefined)
#45 Cc1nnc(N(C(=O)c2cnccn2)c2ccccc2)s1
#46 O=C(CN1C(=O)NC2(CCCCCC2)C1=O)NCc1cccs1
#47 O=C(NCc1ccccc1F)C1CCCN1S(=O)(=O)c1ccc(F)cc1 (centres undefined)
#48 CCN(CC)C(=O)C(C)N(C#N)c1nc(C)cc(C)n1 (centres undefined)

entry no.,41,42,43,44,45,46,47,48
UPR CHOP act,3.0,0.3,-0.8,-0.6,-1.2,-1.2,0.0,0.5
APJ antag,8.6,12.5,22.9,11.3,14.5,37.9,6.9,6.9
tim23-1 inh,5.3,13.4,-0.1,1.0,7.6,2.4,-0.9,1.2
697 NFkB inh,7.2,-7.6,16.2,5.8,8.2,14.5,-8.5,22.4
Jurkat NFkB inh,8.2,-24.0,4.3,9.7,4.2,-3.4,-9.0,9.5
XBP1 UPR activ,4.3,1.9,-5.9,2.7,-2.5,2.2,-4.5,0.2
Mdm2-MdmX inh,30.8,-22.8,5.8,23.5,0.4,-3.9,24.2,16.1
APJ ag,-4.2,0.8,-2.9,1.0,0.8,1.2,-2.1,-3.2

#49 Cc1ccc(Cn2c(SCC(C)C)nc3c2c(=O)[nH]c(=O)n3C)cc1
#50 CC1(C)CC(NC(=O)Cc2ccccc2[N+](=O)[O-])CC(C)(C)N1
#51 Cc1ccc(N(C)S(=O)(=O)c2cccc(C(=O)OCC(=O)N3CCCC(C)C3)c2)cc1 (centres undefined)
#52 O=C(Nc1ccc(S(=O)(=O)N2CCCC2)cc1)C1CC(=O)N(c2ccccc2)C1 (centres undefined)
#53 Cc1ccc(C2(c3ccc(C)cc3)CC2C(=O)NCc2cccnc2)cc1 (centres undefined)
#54 Cc1cc2nc3n(c2cc1C)CC1CC(C(=O)NCc2ccccc2)N(C)C31 (centres undefined)
#55 OC1(c2ccc3c(c2)OCO3)CCN(Cc2ccc(F)cc2)CC1

entry no.,49,50,51,52,53,54,55
UPR CHOP act,-1.3,0.9,-2.2,0.2,-1.0,-1.2,0.4
APJ antag,-2.1,11.4,-8.8,-33.8,-0.1,5.1,-1.7
tim23-1 inh,1.5,4.2,19.2,10.2,10.1,5.2,-3.7
697 NFkB inh,-6.6,11.1,-4.3,7.7,14.1,-9.2,5.2
Jurkat NFkB inh,7.7,4.8,1.9,0.2,9.3,-4.6,10.7
XBP1 UPR activ,5.8,-1.6,-1.5,-4.0,-1.5,-2.3,-2.3
Mdm2-MdmX inh,60.0*,-1.4,17.4,-5.9,29.4,6.8,-21.3
APJ ag,-5.8,-2.3,-2.2,-0.1,-1.7,4.5,-2.6

An excerpt from above, showing only XBP1 UPR activ and tim23-1 inh:
| No. | Structure | XBP1 UPR activ | tim23-1 inh |
| --- | --- | --- | --- |
| 13 | COC(=O)c1c(C)[nH]c(C(C)=O)c1C | -2.3 | 2.1 |
| 31 | O=C(COC(=O)C1C2CC3OC(=O)C1C3C2)Nc1ccc(F)cc1 (centres undefined) | -2.8 | -8.6 |
| 23 | Cc1nnc(NC(=O)CSc2nnc(Cc3ccccc3)n2-c2ccccc2)s1 | -3.5 | -2.1 |
| 12 | CCc1noc(C)c1C(=O)NNC(=O)c1cc(OC)c(OC)c(OC)c1 | 1.1 | 8.5 |
| 42 | Cn1c(Cc2ccccc2)nnc1SCC(=O)NC1CCCC1 | 1.9 | 13.4 |
